High-throughput results (PubChem BioAssay)
P. falciparum M17LAP: P. falciparum M17LAP inhibitors, primary screen, biochemical, fluorogenic H-Leu-NHMec substrate, 1536-well (AID 1619); 220,000 compounds, 0.38% hits; recombinant M17LAP, H-Leu-NHMec fluorogenic kinetic assay; higher % means a stronger effect; inhibition, % at 30 µM, or IC50 in µM where a hit was titrated;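 active = compound inhibiting the enzyme by more than half at any dose during confirmatory dose-response retesting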;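 also: plate controls were full reaction with DMSO carrier for no effect and no enzyme background for full effect; strong numbers were not always called active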
XIAP antagonists: XIAP antagonists, biochemical, IAP family, fluorescence polarization (AID 1018) | XIAP BIR domain, fluorescence polarization peptide displacement; higher % means a stronger effect | one-dose displacement, % at 20 µM; IC50 in µM for titrated hits | 200,000 compounds, 0.007% hits; in the data active = displacement above about 50%; also: a part of the inactive calls stands beside numbers as strong as those of hits
West Nile antiviral: inhibition of WNV-induced cytopathic effect – cell-based, CPE readout (AID 1621); West Nile virus-infected cells, CPE inhibition; higher % means a stronger effect; one-dose CPE inhibition, % at 10 µM; IC50 in µM for titrated hits; 290,000 compounds, 0.02% hits; in the data active = a potency from the dose series; also: strong numbers were not always called active
ER stress rescue: protection against thapsigargin-triggered cell killing – 384-well, CSM14.1, ATP luminescence, primary screen (AID 1222); cellular ATP content (survival), % at 20 µM; hits with a dose series show EC50 in µM; 190,000 tested, under 10 active; CSM14.1 thapsigargin-induced death rescue, ATP luminescence; higher % means a stronger effect;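 active = EC50 below 50 µM in the dose-response confirmation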;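 also: death triggered by thapsigargin at about 15 µM added after 2 h compound pretreatment; cell ATP read after overnight thapsigargin exposure of roughly 18 to 22 hours; normalized against plate controls of thapsigargin alone and 5% DMSO vehicle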
P. falciparum M1AAP: malaria alanyl aminopeptidase activity blockers – biochemical, fluorogenic H-Leu-NHMec substrate, 1536-well (AID 1445). recombinant M1AAP, H-Leu-NHMec fluorogenic kinetic assay; higher % means a stronger effect. inhibition, % at 30 µM, or IC50 in µM where a hit was titrated. 220,000 compounds, 0.42% hits;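 active = primary inhibition above the hit cutoff, then over 50% inhibition at one or more dose response concentrations, cut at about 23% in these data, passing the limit was not always enough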;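 also: plate controls were DMSO full reaction for no effect and no enzyme background for full effect; strong numbers were not always called active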
PhoP inhibition: inhibitors of PhoP regulon expression, primary screen, Salmonella Typhimurium, GFP reporter (AID 1863); S. Typhimurium PhoP-regulated promoter GFP reporter, 4 h; higher % means a stronger effect; one-dose inhibition, % at 50 µM; IC50 in µM for titrated hits; 300,000 compounds, 0.16% hits;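 active = inhibition over 29.93%, a cutoff 3 SD above the screen mean, later confirmed by dose response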;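 also: 0% = low Mg2+ inducing control and 100% = high Mg2+ repressing control; strong numbers were not always called active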
SIAH1 antagonists: Siah-1 peptide-binding antagonists, primary screen, biochemical, fluorescence polarization, rhodamine-plectin, uHTS (AID 1817) | Siah-1 / rhodamine-plectin peptide fluorescence polarization; higher % means a stronger effect | displacement, % at 20 µM; hits with a dose series show IC50 in µM | 290,000 compounds, 0.02% hits;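 active = displacement of at least 50% at 20 µM, with a fluorescence ratio check between 0.3 and a set limit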;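 also: plate controls were Siah plus tracer with DMSO for no effect and tracer alone without Siah for full effect; strong numbers were not always called active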
Yfh1-off respiration: enhancers of respiration in Yfh1-depleted yeast, dose response, Friedreich's ataxia, plus single-dose screen (AID 1465) | S. cerevisiae Yfh1-off respiration, WST-1 reduction, 72 h; higher fold induction means a stronger effect | fold induction at 50 µM, or EC50 in µM where a hit was titrated | 220,000 compounds, 0.074% hits;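 active = fold induction of absorbance versus untreated yeast above a set limit, then at least 30% activation at any dose in follow-up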;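 also: activators that raise dye reduction in frataxin-depleted yeast; strong numbers were not always called active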
PMI inhibition: MPI inhibition at elevated mannose 6-phosphate – biochemical, fluorescence intensity, high mannose 6-phosphate, primary screen (AID 1220); recombinant PMI enzyme, coupled fluorescence intensity; higher % means a stronger effect; inhibition, % at 20 µM; hits with a dose series show IC50 in µM; 190,000 compounds, 0.66% hits; in the data active = inhibition above about 50%
* = called active by the depositor; i = inactive; nt = no result given. The order is random; 1.6% or so of the library scored in one or more.

SMILES | P. falciparum M17LAP | XIAP antagonists | West Nile antiviral | ER stress rescue | P. falciparum M1AAP | PhoP inhibition | SIAH1 antagonists | Yfh1-off respiration | PMI inhibition
CC(C)OP(=O)(OC(C)C)C(Nc1ccc(C(=O)O)cc1)c1ccccc1 (stereo unspecified) | -5% | nt | -0.1% | nt | 3% | 2% | 25% | i | nt
CCN(CC)c1cc(NCCO)c([N+](=O)[O-])c2nonc12 | 8% | -6.7% | 0.7% | 4.9% | 7% | -3% | -3% | i | 57%*
Cc1ccc(S(=O)(=O)N2CCN(C(=O)C3Cc4ccccc4CN3C(=O)c3ccco3)CC2)cc1 (stereo unspecified) | 2% | -7.2% | -0.3% | 0.4% | 18% | -8% | -3% | i | -15%
CCO[C@@H]1OC(C(=O)NCc2ccccc2)=C[C@H](C)[C@H]1CCCO | -1% | -0.4% | -0.1% | 1.5% | -4% | 4% | 0% | i | 9%
Cc1c(C(=O)OC(C)C)[nH]c2c1C(=O)CCC2 | 0% | -1.9% | -0.5% | nt | 11% | -14% | 2% | i | 3%
Nc1nonc1C(=Nc1ccccc1)NO | 7% | -1.4% | 0.5% | 0.2% | 2% | 9% | 2% | i | 12%
O=C(COC(=O)c1ccccc1Br)NCCN1C(=O)CSC1=O | 1% | -9.7% | 0.6% | -2.9% | 3% | 2% | -3% | i | -6%
COc1ccc(NC(=O)c2ccc(COc3ccccc3)o2)cc1 | 3% | 0.8% | -0.3% | 0.7% | -1% | 3% | -1% | i | 3%
CCOc1ccc(N(C(=O)c2cnccn2)C(C(=O)NC2CCCCC2)c2ccc(O)cc2)cc1 (stereo unspecified) | -5% | -4.8% | -0.3% | -0.4% | 2% | -3% | 2% | i | -12%
O=C(Cc1c(F)cccc1Cl)Nc1ccc(S(=O)(=O)NCC2CCCO2)cc1 (stereo unspecified) | -2% | -0.1% | -0.5% | 0.3% | -7% | 4% | 0% | i | 11%
O=c1c2nnn(Cc3ccccc3)c2ncn1C/C=C/c1ccccc1 | -3% | -4.1% | -0.5% | -1.6% | 0% | 15% | 3% | i | 7%
Cc1cc2cc(CCNS(C)(=O)=O)c(=O)[nH]c2cc1C | -4% | -3.7% | 0.1% | -1.2% | 2% | -13% | 2% | i | 13%
CCC(=O)N(CCC1(c2ccccc2OC)CCOC(C(C)C)C1)Cc1ccco1 (stereo unspecified) | 2% | nt | -0.2% | nt | 2% | -10% | 12% | i | nt
Cc1cccc(/C=N/NC(=O)Cc2cccs2)c1 | -5% | nt | 0.1% | nt | -2% | 1% | 0% | i | nt
CC(=O)N=Nc1[nH]c(N)c2ccccc12 | 14% | -3.7% | 0.0% | -0.4% | 3% | 7% | -2% | i | 29%
Cn1c(N)c(C(=O)c2ccc(Cl)cc2)c(=O)n(C)c1=O | 1% | -10% | -0.1% | -2.0% | 4% | 0% | 3% | i | 10%
COC(=O)c1c(NC(=O)C2CC=CCC2C(=O)O)sc(C(N)=O)c1C (stereo unspecified) | 52% | -6.6% | nt | -1.7% | 4% | -9% | -6% | nt | 1%
CCOC(=O)C1=NN(c2ccc(OC)cc2)C2C(=O)N(c3ccccc3OC)C(=O)C12 (stereo unspecified) | 4% | nt | 0.0% | nt | 4% | -10% | 4% | i | nt
CCOc1ccc(C(C)C)cc1S(=O)(=O)n1ccnc1C | -6% | -4.9% | -0.2% | 1.2% | -2% | 5% | 0% | i | 6%
CN(C)S(=O)(=O)c1cccc(COC(=O)C2=COCCO2)c1 | -2% | -2.3% | -0.1% | 2.2% | -3% | 3% | 0% | i | 6%
O=C(NC1CC2CCCC(C1)N2S(=O)(=O)c1ccccc1)c1ccccc1 (stereo unspecified) | 3% | -4.3% | -0.6% | -1.5% | 1% | -4% | -6% | i | 11%
C=CCn1c(SCC(=O)Nc2ccc(C(=O)OCC)cc2)nnc1-c1sc(N)nc1C | 9% | 4.7% | 0.1% | -2.5% | 0% | -1% | 0% | i | 0%
c1nc(NCCN2CCOCC2)c2sc3nc(N4CCOCC4)c4c(c3c2n1)CCC4 | 26% | -2.6% | nt | -0.2% | 20% | 0% | 1% | nt | 2%
Cc1nc(SCC(=O)N2CCCc3ccccc32)c2oc3ccccc3c2n1 | -1% | -6.5% | -0.8% | -0.8% | 3% | 11% | -4% | i | -13%
COc1ccc2c(c1OC)C(=O)N(c1ncn[nH]1)C2 | -5% | -2.0% | 0.2% | -1.4% | 3% | -5% | -3% | i | 9%
Further results follow.
SMILES | P. falciparum M17LAP | XIAP antagonists | West Nile antiviral | ER stress rescue | P. falciparum M1AAP | PhoP inhibition | SIAH1 antagonists | Yfh1-off respiration | PMI inhibition
NC(=S)Nc1cccc2[nH]ccc12 | -8% | -6.9% | -0.1% | nt | -6% | -5% | -2% | i | 34%
COC(=O)c1sccc1NC(=S)N1CCN(c2cccc(C)c2C)CC1 | -6% | -3.2% | -1.9% | -2.7% | -1% | 4% | 4% | i | -1%
Cc1[nH]n(-c2ccccc2)c(=O)c1N=Nc1cccc(S(=O)(=O)N2CCOCC2)c1 | 2% | -1.6% | 0.0% | -2.3% | 1% | 11% | 7% | i | 13%
Cc1ccc(C)c(N=C2NC(=O)CS2)c1 | -2% | -4.5% | 0.1% | 0.2% | -1% | 0% | 4% | i | 10%
Cc1ccc(C(=O)c2ccc(N3CCN(C)CC3)c([N+](=O)[O-])c2)cc1 | 15% | -3.7% | -1.2% | -2.5% | 5% | -2% | 4% | i | 1%
CCCCC(CC)C(=O)Nc1ccc(Cl)cn1 (stereo unspecified) | -6% | -0.2% | 0.0% | -1.9% | 9% | -2% | 5% | i | 9%
Cc1ccc(S(=O)(=O)N(C)CC(=O)OCC(=O)Nc2ccccc2)cc1 | 6% | nt | 0.5% | nt | 6% | -3% | 1% | i | nt
CCN(CC)C(=O)c1c[nH]c2ccc(S(=O)(=O)Nc3cc(C)cc(C)c3)cc2c1=O | -7% | 1.2% | nt | -0.6% | 11% | -2% | -3% | nt | 4%
Cc1cc2cc(C=C(C#N)C#N)c(Cl)nc2cc1C | -8% | 0.6% | 1.4% | -1.6% | 14% | -2% | 2% | i | 54%*
CCOC(=O)c1cc(C)sc1N1C(=O)C2C3C=CC(C3)C2C1=O (stereo unspecified) | -12% | -4.3% | 0.9% | -1.9% | 1% | 10% | 5% | i | -6%
O=C1CC(N2CCOCC2)C(=O)N1c1ccc2c(c1)OCO2 (stereo unspecified) | 1% | -1.4% | 0.5% | nt | 2% | -13% | -4% | i | 17%
COc1ccc2c(c1)[nH]c1c(=O)n(CCN3CCOCC3)cnc12 | -7% | nt | 0.1% | nt | -5% | -5% | -2% | i | nt
COc1ccc(CNC(=O)Cc2nn(C)c(=O)c3ccccc23)cc1 | -7% | -6.7% | -0.6% | 1.2% | 8% | 2% | -2% | i | 11%
N=C1C(c2nc(-c3ccc(F)cc3)cs2)=C(O)CN1Cc1ccc(Cl)cc1 | 4% | -0.8% | 0.0% | -1.8% | -3% | -7% | 10% | i | -2%
COc1ccccc1N(C)S(=O)(=O)c1ccc(Cl)c(C(=O)OCc2c(C)noc2C)c1 | -3% | -2.1% | -1.2% | -0.6% | 2% | -5% | -5% | i | 4%
Cc1ccccc1C(=O)OC1OC(=O)C(Cl)=C1Nc1ccccc1 (stereo unspecified) | 17% | -5.3% | -0.7% | -1.6% | 3% | 11% | -2% | i | 28%
Fc1ccc(NC(=S)N2CCN(C/C=C/c3ccccc3)CC2)c(F)c1 | -1% | -6.6% | -0.9% | 0.1% | 0% | -6% | -1% | i | 3%
CCOC(=O)N(C)S(=O)(=O)c1ccccc1[N+](=O)[O-] | -4% | -4.4% | -0.1% | 0.1% | 2% | 3% | -3% | i | -5%
COc1ccc(CCNC(=O)c2cc(-c3ccc(C)c(C)c3O)n[nH]2)cc1OC | -8% | -7.1% | 0.0% | 0.3% | 1% | -4% | -1% | i | -1%
Clc1ccc(Cn2ncc3c(N4CCOCC4)ncnc32)cc1 | 3% | -3.7% | 0.4% | -2.8% | -1% | 12% | -4% | i | -1%
COc1ccccc1-c1cc(C(=O)NCc2ccc(Cl)cc2)no1 | 8% | -3.2% | -0.7% | 0.3% | -6% | 23% | 1% | i | 16%
CN1CCC(C2(O)c3ccccc3CCc3ccccc32)CC1 | 0% | -1.7% | 0.9% | -1.4% | 5% | 0% | -4% | i | 7%
CCN(CC)C(=O)c1ccccc1NC(=O)c1ccccc1C | -6% | -3.8% | -0.6% | -1.1% | 2% | -3% | 2% | i | 2%
O=C(OCn1nnc2ccccc2c1=O)c1cc(-c2ccccc2)nc2ccccc12 | 1% | -0.4% | 1.3% | 0.4% | -1% | -1% | -2% | i | 11%
Cc1ccn2c(/C=N/OCc3cccc(F)c3)c(-c3ccc(Cl)cc3)nc2c1 | 12% | -3.8% | 0.0% | 2.1% | 6% | 23% | -1% | i | -1%

The last two entries of the part before open the next one:
SMILES | P. falciparum M17LAP | XIAP antagonists | West Nile antiviral | ER stress rescue | P. falciparum M1AAP | PhoP inhibition | SIAH1 antagonists | Yfh1-off respiration | PMI inhibition
O=C(OCn1nnc2ccccc2c1=O)c1cc(-c2ccccc2)nc2ccccc12 | 1% | -0.4% | 1.3% | 0.4% | -1% | -1% | -2% | i | 11%
Cc1ccn2c(/C=N/OCc3cccc(F)c3)c(-c3ccc(Cl)cc3)nc2c1 | 12% | -3.8% | 0.0% | 2.1% | 6% | 23% | -1% | i | -1%
NC(=O)[C@@H]1CC2(CC(c3cccc(NC(=O)[C@H]4CCC(=O)N4)c3)=NO2)CN1C(=O)COc1ccc(Cl)cc1 (stereo partly specified) | 11% | nt | -0.6% | nt | 8% | -6% | -4% | i | nt
COc1ccc(N=Nc2cnc(C)nc2-c2ccccc2)cc1 | 7% | -9.8% | 0.9% | 0.6% | 7% | 13% | 0% | i | 4%
O=C(COc1ccccc1-c1ccccc1)N/N=C/c1cccnc1 | 3% | -1.0% | -0.2% | 0.4% | 10% | -8% | 6% | i | 10%
Cc1ccc(C(=O)C2OC(=O)C(C)(C)C(=O)C2(C)C)cc1 (stereo unspecified) | -1% | -4.1% | 0.1% | 2.5% | -1% | 8% | 0% | i | 5%
CCCOc1ccc(-c2nnn(CC(=O)N3CCCC(C)C3)n2)cc1 (stereo unspecified) | -11% | nt | -0.1% | nt | 2% | 1% | 4% | i | nt
O=C1CC(N2CCN(c3ccccn3)CC2)C(=O)N1CC(c1ccccc1)c1ccccc1 (stereo unspecified) | 13% | -5.6% | -0.5% | 0.4% | 0% | 4% | 3% | i | -5%
O=C(O)c1nn(-c2cccc(Cl)c2)c(=O)cc1O | 8% | -20% | 1.0% | 0.1% | 5% | 0% | 0% | i | 3%
OCCCn1c(-c2ccccc2)nc(=S)c2c1CCCC2 | 50% | -6.2% | 0.2% | -1.5% | 6% | 4% | -1% | i | -9%
COc1ccc(Nc2nc(-c3cccc([N+](=O)[O-])c3)nc3ccccc23)c(OC)c1 | 8% | -3.1% | 0.3% | 4.0% | -2% | 2% | 0% | i | 10%
